High-throughput results: PubChem, several laboratories
bIAP inh – bovine intestinal alkaline phosphatase inhibitors, primary screen, selectivity assay for TNAP inhibitor project, biochemical, bovine IAP, CDP-star luminescence | inhibition, % at 20 µM | alkaline phosphatase, intestinal [Bos taurus] | purified bovine IAP, 30 min | 190,000 tested, under 10 active | AID 1019, 2008;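 active = over 50% inhibition of intestinal alkaline phosphatase at 20 µM in the single-dose screen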
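Assay system – bovine IAP enzyme · Quantity – bovine IAP at 1/65,000,000 final dilution · Detection – CDP-star luminescence signal · Times – 30 min reaction at room temperature · Also added – CDP-star substrate at 30 µM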
bIAP activator – bovine intestinal alkaline phosphatase activators, primary screen, biochemical, bovine IAP, CDP-star luminescence. activation factor at 20 µM. alkaline phosphatase, intestinal [Bos taurus]. hit rate 0.17% among 200,000. AID 1016, 2008. purified bovine IAP, 30 min; active compounds read high; fold of DMSO-control signal, blank-subtracted;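 active = activation factor of 2 or more at 20 µM, a signal rise over negative controls twice the positive control's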
ROMK mod – ROMK potassium channel modulators, primary screen, cell-based, thallium flux, MLSMR library | ATP-sensitive inward rectifier potassium channel 1 (Homo sapiens), P48048 | B-score at 10 µM | Tet-inducible ROMK, thallium flux fluorescence; actives lie on both sides | hit rate 2% among 130,000;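 active = signal ratio slope over the read window, or its plate-corrected B-score, at least 3 SD from the plate mean, either direction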;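 also: B-score of the F/F0 ratio slope over 7 to 12 s after thallium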
Target sequence (P48048 whole entry, looked up): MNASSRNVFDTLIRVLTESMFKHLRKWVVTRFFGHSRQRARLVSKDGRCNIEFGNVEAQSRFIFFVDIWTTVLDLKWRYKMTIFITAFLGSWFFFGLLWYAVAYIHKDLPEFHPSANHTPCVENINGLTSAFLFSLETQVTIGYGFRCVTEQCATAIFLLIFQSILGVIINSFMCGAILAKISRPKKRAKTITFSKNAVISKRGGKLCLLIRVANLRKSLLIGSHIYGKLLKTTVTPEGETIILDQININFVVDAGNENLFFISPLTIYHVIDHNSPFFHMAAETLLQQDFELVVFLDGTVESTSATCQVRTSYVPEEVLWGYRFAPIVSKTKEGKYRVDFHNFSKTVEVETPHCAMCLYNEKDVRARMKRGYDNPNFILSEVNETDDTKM
SRC2 TRFRET art – TR-FRET signal artefacts, primary screen, artefact control for PPARgamma SRC-2 agonist project, biochemical; TR-FRET artefact counter-screen; active compounds read high; hit rate 0.4% among 200,000; TR-FRET ratio at 8 µM; in the data active = TR-FRET ratio above about 2000; also: inactives centre near 1500
S1P3 antagonist – S1P3 receptor antagonists, primary screen, cell-based; Sphingosine 1-phosphate receptor 3 (Homo sapiens), Q99500; CHO S1P3 NFAT-BLA reporter, FRET fluorescence, antagonist mode; inhibition, % at 4.98 µM; hit rate 0.27% among 170,000; AID 485, 2006;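 active = inhibition above the plate cutoff, the mean inhibition of test wells on that plate plus 3 SD, cut at about 28% in these data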;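 also: cells challenged with S1P at its EC80 of 0.8 µM; blue over green emission ratio from cleaved BLA substrate after 4 h stimulation; 0% = S1P-stimulated wells and 100% = unstimulated DMSO-only wells; some compounds past the cut are filed as inactive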
Target sequence (Q99500 whole entry, looked up): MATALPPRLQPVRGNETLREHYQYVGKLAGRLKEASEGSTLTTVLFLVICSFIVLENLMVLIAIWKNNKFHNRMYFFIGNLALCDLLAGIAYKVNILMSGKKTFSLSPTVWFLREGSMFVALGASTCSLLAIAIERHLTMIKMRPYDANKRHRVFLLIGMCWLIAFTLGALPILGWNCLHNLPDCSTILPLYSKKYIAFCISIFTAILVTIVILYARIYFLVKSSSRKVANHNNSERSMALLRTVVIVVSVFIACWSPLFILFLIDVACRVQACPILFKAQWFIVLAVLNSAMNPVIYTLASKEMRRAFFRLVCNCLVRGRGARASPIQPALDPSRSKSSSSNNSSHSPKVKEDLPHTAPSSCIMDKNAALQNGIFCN
L major viab – Leishmania major promastigote growth inhibition, primary screen; AID 1063, 2008; inhibition, % at 10 µM; hit rate 9% among 200,000; Leishmania major promastigotes, resazurin fluorescence viability; in the data active = inhibition above about 50%;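 also: promastigotes grown with compound for 44 hours at 28 °C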
TLR4-MyD88 BLA – inhibitors of TLR4-MyD88 association in cells, primary screen, cell-based, HeLa CL3-4, BLA complementation, FRET ratio. HeLa CL3-4 TLR4/MyD88 BLA complementation. inhibition, % at 8.4 µM. hit rate 0.18% among 200,000; in the data active = inhibition above about 25%;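 also: 0% = vehicle and 100% = reference inhibitor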
DTT redox prof – compounds producing H2O2 with reducing agent – biochemical, NIH compound library profiling, artefact control for MLSCN library redox annotation, primary screen. hit rate 0.03% among 200,000. AID 878, 2007. activation, % at 10 µM. DTT-dependent redox cycling H2O2, phenol red/HRP absorbance; 100% = 100 µM peroxide control, 0% = buffer;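 active = activation of at least 50% relative to the plate's high and low controls in the primary single-dose screen; inactive = activation below 50%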;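 also: compound incubated with DTT at 0.8 mM final as the reducing agent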
PPARg SRC-3 ag – PPARgamma agonists recruiting SRC-3 coactivator, primary screen, biochemical; Peroxisome proliferator-activated receptor gamma (Homo sapiens), P37231; biochemical PPARgamma/SRC-3 coactivator recruitment assay; activation, % at 8 µM; hit rate 0.26% among 200,000; in the data active = activation above about 23%;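 also: 0% = DMSO and 100% = reference agonist; some compounds past the cut are filed as inactive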
PPARg SRC-1 ag – PPARgamma agonists recruiting SRC-1 coactivator, primary screen, biochemical. Peroxisome proliferator-activated receptor gamma (Homo sapiens), P37231. PPARgamma-SRC-1 coactivator recruitment biochemical assay. activation, % at 8 µM. hit rate 0.41% among 200,000; in the data active = activation above about 19%;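 also: 0% = DMSO and 100% = reference agonist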
PPARg SRC2 recr – agonists of PPARg-SRC-2 recruitment, primary screen, biochemical, HTS; activation, % at 8 µM; Peroxisome proliferator-activated receptor gamma (Homo sapiens), P37231; PPARgamma LBD-SRC-2 recruitment; hit rate 0.34% among 200,000; in the data active = activation above about 22%;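 also: 0% = vehicle and 100% = reference agonist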
* = called active by the depositor; x = no result given.

SMILES	bIAP inh	bIAP activator	ROMK mod	SRC2 TRFRET art	S1P3 antagonist	L major viab	TLR4-MyD88 BLA	DTT redox prof	PPARg SRC-3 ag	PPARg SRC-1 ag	PPARg SRC2 recr
CN1C2CCC1/C(=C\c1ccccc1)C(=O)/C2=C\c1ccccc1	2	1	x	1588	x	94*	0	-3.4	1	12	4
CCC(=O)Nc1ccc(C(=O)CSc2nc3ccc(C)cc3[nH]2)cc1	15	0.9	x	1445	4	0	-5	0.3	5	0	0
Cc1ccc(C(=O)CCNc2ccc(Br)cc2)o1	3	1	x	1383	-14	10	4	0.9	8	0	4
CCn1c(=O)c(=O)n(CC)c2cc(S(=O)(=O)Nc3cccc(OC)c3)ccc21	12	0.9	x	1407	-23	19	11	2.4	-1	1	5
CC1=C(C(=O)OCc2ccccc2)C(c2cccnc2)c2c(n(C)c(=O)n(C)c2=O)N1 (stereo not drawn)	-12	1.1	x	1518	x	75*	-6	-3.9	0	1	-1
CC12CC3(C)CC(C)(C1)CC(C(=O)NCc1ccccn1)(C2)C3	-8	1.1	-0.72	1709	1	28	2	0.1	2	4	-6
Cc1cc(C)c(S(=O)(=O)Nc2cccc3nsnc23)c(C)c1	11	0.9	0.39	1602	-36	-1	1	-0.3	2	-11	-1
CCOC(=O)c1cnc(SC)nc1Oc1cccc(NC(=O)c2ccc(Cl)cc2)c1	1	1	-0.29	1544	x	0	4	-0.2	11	4	6
COC(=O)COc1cc(Cl)c(C=O)cc1OC	1	1	-0.16	1443	4	-5	0	-2.1	1	0	5
COCCNCC(=O)NC12CC3CC(CC(C3)C1)C2	-14	1.1	x	1533	6	-2	6	0.3	-2	-3	3
Cc1nnc(Nc2ccccc2)n(N)c1=O	3	1	x	1516	x	1	3	0.2	-6	1	0
COc1cc(N=c2ssnc2Cl)cc(OC)c1OC	3	1	x	1885	-91	-6	1	1.4	18	12	5
CC(=O)c1sc(NC(=O)c2cccc(C)c2)nc1C	3	1	0.22	1584	-36	2	-17	-0.8	5	5	9
CCN(CC)CCN(C(=O)CCOc1ccccc1)c1nc2ccc(F)cc2s1	9	0.9	-0.5	1511	1	-7	-1	-0.4	2	-7	0
CC1(C)CSC(=NCc2ccccc2)N1C(=O)c1cccc([N+](=O)[O-])c1	-45	1.5	x	1453	-16	4	0	0.1	3	-6	-10
CC(=O)c1cnn(-c2cc(Oc3ccc(F)cc3)ncn2)c1C	9	0.9	0.053	1784	x	-6	-4	0.3	9	3	9
CCOC(=O)C1(Cc2ccccc2Cl)CCN(C(=O)c2cnccn2)CC1	-5	1.1	0.4	1626	-14	-1	-3	13	1	7	3
CCC(=O)c1ccc(OCC(=O)NCCc2ccccn2)cc1	18	0.8	0.72	1685	-12	-4	-12	-0.9	3	4	10
CCCC1(C(=O)O)NC(c2cccc(OC)c2O)C2C(=O)N(c3ccccc3)C(=O)C21 (stereo not drawn)	-16	1.2	x	1576	12	-2	-15	1.5	16	0	10
CC(C)(C)c1cc(-c2ccco2)c(C#N)c(SCC#N)n1	24	0.8	-1.2	1478	x	-5	2	1.7	1	-4	10
O=C1NCCN(Cc2cccc(Oc3ccccc3)c2)C1CC(=O)N1CCCO1 (stereo not drawn)	9	0.9	-1.2	1455	-13	-6	-3	-0.9	2	0	4
CC1CCN(c2nc(-c3ccncc3)nc3ccccc23)CC1	6	0.9	0.054	1498	23	99*	-1	-0.1	-2	-2	1
C/C(=N/NC(=O)c1ccc(NC(=O)c2ccc(F)cc2)cc1)c1ccccc1	2	1	-0.4	1477	x	-6	8	-7.8	-2	6	5
O=C(CNCC1CCCO1)Nc1ccccc1-n1cccc1 (stereo not drawn)	4	1	0.0026	1524	-21	-5	-13	-2.4	8	4	0
C[n+]1cccc(C(=O)NCC2CCCO2)c1 (stereo not drawn)	-6	1.1	0.29	1488	-4	-3	-7	-0.6	0	5	-3
O=C(N/N=C/c1ccc(O)cc1)c1cc[n+](Cc2ccccc2)cc1	0	1	x	1445	2	-6	-3	0.9	3	-4	-1
CCOC(=O)c1cn(Cc2ccccc2)nn1	10	0.9	x	1719	14	-2	1	-0.2	-1	8	1
CSc1cccc(NC(=O)c2ccccc2N(C)S(C)(=O)=O)c1	10	0.9	0.06	1448	x	9	-7	1.1	-14	-2	-2
CCc1ccc2c(c1)[C@]1(C(=O)N2)[C@@H]2C(=O)N(Cc3ccccc3)C(=O)[C@@H]2[C@@H]2CCCN21	-4	1	-1.1	1546	18	13	6	-1.0	-7	3	0
COc1cccc(C(=O)N2CCN(Cc3ccccc3[N+](=O)[O-])CC2)c1	-3	1	0.45	1654	4	-6	-1	0.0	3	-2	8
Cc1cc(=O)c2ccccc2[nH]1	-1	1	0.52	1398	-24	0	2	-5.1	8	-1	-2
O=C(c1cc2c(s1)CCC2)N1CCN(c2ccccc2)CC1	-2	1	x	1459	x	94*	-1	-15	7	5	-1
Cc1cc(C(=O)C(C)OC(=O)C2=NNC(=O)CC2)c(C)n1-c1ccc(OC(F)F)cc1 (stereo not drawn)	44	0.6	-0.059	1370	x	99*	-1	0.4	-1	0	4
CC1CCC(NC(=O)C2CC(=O)N(c3ccc4c(c3)OCCO4)C2)CC1 (stereo not drawn)	-9	1.1	-0.042	1654	-3	-5	-4	-0.5	5	10	0
O=C(CSc1ncnc2c1cnn2CCO)Nc1cccc(C(F)(F)F)c1	-49	1.5	-0.45	1520	-8	-3	-12	1.6	2	-3	-5
COc1ccc(-c2nc(C#N)c(NCCN(C)C)o2)cc1	x	x	x	1633	-5	6	27*	-1.3	-6	0	1
CCOC(=O)C1C(=O)C=C(c2ccc(C)cc2)CC1c1ccccc1 (stereo not drawn)	12	0.9	-0.21	2001*	8	10	-11	-2.4	0	8	11
COc1cc(OC)c(OC)cc1/C=N/NC(=O)c1cccc(S(=O)(=O)N2CCOCC2)c1	-21	1.2	0.13	1693	-17	-3	-1	-0.6	5	4	7
O=C(CSc1cccc[n+]1[O-])N1CCCc2ccccc21	10	0.9	-0.21	1594	-13	10	-19	-0.2	-3	0	-2
O=C(CN1CCCCC1)Nc1ccc(F)c(Cl)c1	25	0.8	-1.8	1643	x	-6	-3	-0.3	3	2	-7

Whole records, looked up by structure.
Results for `O=C(CSc1cccc[n+]1[O-])N1CCCc2ccccc21` = bIAP inh = 10; bIAP activator = 0.9; ROMK mod = -0.21; SRC2 TRFRET art = 1594; S1P3 antagonist = -13; L major viab = 10; TLR4-MyD88 BLA = -19; DTT redox prof = -0.2; PPARg SRC-3 ag = -3; PPARg SRC-1 ag = 0; PPARg SRC2 recr = -2
Results for `COc1ccc(-c2nc(C#N)c(NCCN(C)C)o2)cc1` = bIAP inh = x; bIAP activator = x; ROMK mod = x; SRC2 TRFRET art = 1633; S1P3 antagonist = -5; L major viab = 6; TLR4-MyD88 BLA = 27*; DTT redox prof = -1.3; PPARg SRC-3 ag = -6; PPARg SRC-1 ag = 0; PPARg SRC2 recr = 1

Other results.
SMILES	bIAP inh	bIAP activator	ROMK mod	SRC2 TRFRET art	S1P3 antagonist	L major viab	TLR4-MyD88 BLA	DTT redox prof	PPARg SRC-3 ag	PPARg SRC-1 ag	PPARg SRC2 recr
O=C(NCc1cccs1)C1CC(=O)N(c2ccccc2)C1 (stereo not drawn)	2	1	x	1619	-14	-2	15	2.3	0	1	4
COc1ccc(CNC(=O)CN(c2cccc(OC)c2)S(C)(=O)=O)cc1	-1	1	x	1460	13	3	2	-0.1	-12	-1	-9
COc1ccccc1NC(=O)c1cccc(S(=O)(=O)N2CCOCC2)c1	9	0.9	-0.21	1511	21	-1	1	1.0	-9	-6	-2
C/C(CC(=O)Nc1cccc(Cl)c1Cl)=N\NC(=O)c1ccccc1C	0	1	x	1445	-16	15	-4	0.1	5	-5	-5
Cn1nc(C(=O)NCc2cccs2)c2ccccc2c1=O	6	0.9	0.0042	1476	-1	41	2	0.2	-3	0	7
Cc1nnc(NC(=O)C(C)Oc2ccc3c(C)cc(=O)oc3c2)s1 (stereo not drawn)	6	0.9	x	1693	-31	-4	-4	1.3	-2	-1	11
CC(C)CCn1nnnc1C(c1ccccc1)N1CCC(C(N)=O)CC1 (stereo not drawn)	0	1	-0.014	1623	-14	-7	-3	-0.3	-1	2	0
c1ccc(C(c2ccccc2)N2CCN(c3nc4ccccc4n4cnnc34)CC2)cc1	-3	1	x	1306	x	43	9	1.8	-6	3	0
CN(C)c1nc(OCCNC(=O)Nc2ccccc2)nc(N2CCOCC2)n1	-11	1.1	-0.56	1621	x	4	4	0.0	11	2	2
Cc1cc(C)c(CSc2ncnc3nc[nH]c23)c(C)c1	-1	1	-0.0054	1740	1	-3	-3	-0.1	3	9	7
Nc1nnc(SCC(=O)c2ccc3c(c2)NC(=O)CO3)s1	9	0.9	-0.5	1572	6	19	-13	-0.4	-1	1	-4
O=C(O)c1ccc(NS(=O)(=O)/C=C/c2ccccc2)cc1	8	0.9	1.7	1341	1	-6	6	2.1	0	6	2
Cc1coc(C)c1C(=O)CC1(O)C(=O)N(Cc2ccccc2)c2ccccc21 (stereo not drawn)	-1	1	-2.2	1389	-12	36	3	0.1	-2	3	0
CCOC(=O)c1[nH]c2ccc(OC)cc2c1NC(=O)C(C)N1CCC2(CC1)OCCO2 (stereo not drawn)	-8	1.1	x	1523	-24	13	4	2.4	6	1	1
CCC(=O)Nc1sc2c(c1C#N)CC(C)(CC)OC2 (stereo not drawn)	3	1	x	1551	x	-5	5	3.0	-5	-3	-2
CCOC(=O)c1cc2sccc2n1CCCN1C(=O)c2ccccc2C1=O	6	0.9	x	1711	-5	4	2	1.9	7	3	10
CCCN(C(=O)c1ccco1)c1nnc(-c2cccc(C)c2)s1	7	0.9	0.021	1304	14	-6	2	-0.5	0	3	7
COc1ccc(-c2nsc(SCC(=O)NCC3CCCO3)n2)cc1 (stereo not drawn)	-21	1.2	-1.6	1460	-9	-1	2	-0.2	2	2	5
COC(C(=O)Nc1cccc([N+](=O)[O-])c1)c1ccccc1 (stereo not drawn)	-14	1.1	1.2	1700	-6	-3	2	-0.9	-1	0	5

Records listed above that bear a hit mark in TLR4-MyD88 BLA.
smiles,bIAP inh,bIAP activator,ROMK mod,S1P3 antagonist,TLR4-MyD88 BLA,DTT redox prof
COc1ccc(-c2nc(C#N)c(NCCN(C)C)o2)cc1,x,x,x,-5,27*,-1.3

Not a hit list; 11% or so of the library scored in one or more.
